mIDH1 inhibitor: human IDH1 R132H inhibition. hit rate 0.093% among 390,000. IDH1-R132H enzyme, NADPH consumption, diaphorase/resazurin fluorescence. Potency, µM (highest dose often 76.6 µM), for inactives: top-dose activity change, negative = inhibition, usual class: inhibitors. O75874; also: potency is read from the fitted curve at half-maximal effect; % is scaled to controls: 0 for no effect and ±100 for the full control effect; nearly all actives have a fitted effect of over 65% in size
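IDH1-R132H (0.5 ug/mL) preincubated 30 min with compound, then NADPH (0.016 mM) and alpha-KG (2 mM) added; 80 min at RT, pH 7.5. Remaining NADPH coupled via diaphorase/resazurin to fluorescence (540/590 nm); concentration-response curves normalized to no-enzyme control.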
Vif-APOBEC3G blk: blocks the Vif interaction with human APOBEC3G; Q9HC16; HeLa A3G-eYFP + Vif (tagged APOBEC3G with the HIV-1 protein that degrades it), YFP fluorescence, overnight; Potency, µM (doses to about 46.1 µM), without a hit: at the top dose activity, negative = active, actives largely listed as inhibitors; hit rate 0.076% among 410,000;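 also: potency is read from the fitted curve at half-maximal effect; % is scaled to controls: 0 for no effect and ±100 for the full control effect; nearly all actives have a fitted effect of over 60% in size; hits raise eYFP signal because A3G escapes Vif-driven loss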
Target sequence (Q9HC16 whole entry, looked up): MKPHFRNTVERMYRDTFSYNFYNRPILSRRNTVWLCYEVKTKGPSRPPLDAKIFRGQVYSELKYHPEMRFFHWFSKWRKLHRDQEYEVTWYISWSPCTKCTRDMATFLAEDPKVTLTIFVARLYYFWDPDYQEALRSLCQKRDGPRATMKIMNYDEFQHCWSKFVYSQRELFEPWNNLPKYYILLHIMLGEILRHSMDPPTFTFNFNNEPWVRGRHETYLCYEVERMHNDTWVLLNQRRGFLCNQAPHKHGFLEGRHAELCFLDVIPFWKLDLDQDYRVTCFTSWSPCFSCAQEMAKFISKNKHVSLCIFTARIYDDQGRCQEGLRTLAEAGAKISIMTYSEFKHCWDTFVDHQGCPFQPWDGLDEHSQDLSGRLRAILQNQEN
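HeLa cells stably expressing Vif and C-terminally eYFP-tagged A3G, seeded overnight at 37 deg C, then exposed to compound by pintool overnight at 37 deg C. Rise in yellow fluorescence (Ex 488/Em 500-530, Acumen) marks blocked Vif-driven A3G degradation.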
LDHA block: LDHA (human) enzyme inhibition | AID 1347041 | hit rate 0.15% among 480,000 | purified LDHA, NADH/diaphorase-resazurin fluorescence; stronger effect = lower value | activity change, % (values are at about 110 or 230 µM) | P00338; in the data active = activity change below about -30%; inconclusive = mostly about -25% to -30%;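 also: plate controls were DMSO wells for no effect and wells without enzyme for full effect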
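Human LDH5 at 2 nM final in Tris HCl pH 7.4 with 0.06 mM NADH and 0.2 mM pyruvate, reacted 5 minutes at room temperature. Remaining NADH coupled via diaphorase/resazurin; resorufin fluorescence read at 0 and 20 minutes, normalized to enzyme-free and DMSO wells.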
RXFP1 agonist: agonists of human relaxin receptor RXFP1 | HEK293T-RXFP1 cAMP TR-FRET, 30 min; response scale: percent of porcine relaxin response, buffer zero | hit rate 0.3% among 370,000 | Potency, µM (titrated, usually from 57.5 µM), without a hit: at the top dose activation, actives largely listed as activators | AID 2676; also: potency is read from the fitted curve at half-maximal effect; % is scaled to controls: 0 for no effect and ±100 for the full control effect; nearly all actives have a fitted effect of over 60% in size; many of its hits are not listed in these tables
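cAMP rise read by TR-FRET after 30 min, 37C compound exposure (up to 58 uM) in RXFP1-transfected HEK293 cells with Ro 20174 present. EC50 from Hill-equation fits, with 29 nM porcine relaxin as 100% and buffer as basal.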
Vif-APOBEC3F blk: inhibitors of Vif-A3F interaction | HeLa A3F-eYFP + Vif (tagged APOBEC3F with the HIV-1 protein that degrades it), YFP fluorescence increase | Potency, µM (highest dose often 46.1 µM), for the others: at the top dose activity, negative = active | hit rate 0.2% among 390,000; also: potency is read from the fitted curve at half-maximal effect; % of control where 0% means no effect; nearly all actives have a fitted effect of over 65% in size
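HeLa cells stably expressing A3F-eYFP plus Vif, plated and incubated overnight at 37 deg C, then exposed to compounds overnight at 37 deg C. Blocked degradation read as raised yellow fluorescence (Ex 488/Em 500-530).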
GRP78 ERSR act: induces the endoplasmic reticulum stress response in human glioma cells | U87-MG GRP78 promoter luciferase reporter, 16 h | Potency, µM, for inactives: top-dose activation, hits mostly activators | hit rate 0.02% among 420,000; also: potency is read from the fitted curve at half-maximal effect; series mostly up to about 76 µM; % of control where 0% means no effect; nearly all actives have a fitted effect of over 35% in size
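ERSR induction read as luciferase luminescence (Bright-Glo, 10 min at room temperature) in stably transfected human U87-MG glioma cells exposed to compounds for 16 h, using GRP78 as sensor.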
USP1-UAF1 inh: inhibitors of human USP1/UAF1 deubiquitinase; O94782; recombinant USP1/UAF1, Ub-Rhodamine cleavage fluorescence; hit rate 0.23% among 390,000; Potency, µM (top dose mostly 57.1 µM), without a hit: top-dose activity change, negative = inhibition, hits mostly inhibitors; also: potency is read from the fitted curve at half-maximal effect; % is scaled to controls: 0 for no effect and ±100 for the full control effect; nearly all actives have a fitted effect of over 60% in size; inactives centre near -12
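1 nM enzyme complex + cpd, 15 min RT; start with Ub-Rho 150nM final; kinetic fluorescence ex 480/em 540, 6 reads q60 s. Buffer 50mM HEPES pH 7.8, 0.5mM EDTA, 0.1 mg/ml BSA, 1mM TCEP, 0.01% Tween-20.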
PI4K2A block: inhibitors of human PI4K2A | AID 1346378 | hit rate 0.13% among 420,000 | purified PI4K2A, ADP-Glo luminescence, 1 h; stronger effect = lower value | Q9BTU6 | activity change, negative = inhibition, % at 76.9 µM; in the data active = activity change below about -50%; inconclusive = mostly about -30% to -49%;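 also: -100% = wells without enzyme as full effect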
Target sequence (Q9BTU6 whole entry, looked up): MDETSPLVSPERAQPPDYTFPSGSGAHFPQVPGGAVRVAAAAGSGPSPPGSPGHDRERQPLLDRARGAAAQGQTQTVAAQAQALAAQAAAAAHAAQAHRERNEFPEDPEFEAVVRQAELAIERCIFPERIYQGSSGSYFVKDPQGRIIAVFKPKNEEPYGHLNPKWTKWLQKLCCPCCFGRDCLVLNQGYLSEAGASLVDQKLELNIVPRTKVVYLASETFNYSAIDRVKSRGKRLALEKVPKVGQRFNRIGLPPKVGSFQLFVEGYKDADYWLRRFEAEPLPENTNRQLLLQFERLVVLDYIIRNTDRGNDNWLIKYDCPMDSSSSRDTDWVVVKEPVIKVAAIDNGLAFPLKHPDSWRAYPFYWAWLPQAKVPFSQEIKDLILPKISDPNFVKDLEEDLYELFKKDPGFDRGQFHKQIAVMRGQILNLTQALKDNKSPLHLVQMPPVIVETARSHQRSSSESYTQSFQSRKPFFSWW
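Compounds are screened against recombinant PI4K2A using PI as substrate and ATP, the latter dispensed at 300 microM. Reactions run one hour at ambient temperature before ADP-Glo detection; full inhibition defined by wells lacking enzyme.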
TrxR1 substrate: substrates of rat thioredoxin reductase 1 | Potency, µM (titrated, usually from 114 µM), without a hit: at the highest dose activity change, negative = substrate turnover | O89049 | purified TrxR1 substrate turnover, NADPH consumption readout | AID 588456 | hit rate 0.01% among 390,000; also: potency is read from the fitted curve at half-maximal effect; % is scaled to controls: 0 for no effect and ±100 for the full control effect; nearly all actives have a fitted effect of over 50% in size
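Rat TrxR1, dispensed at 90 nM, was prereduced with 400 uM NADPH (final) for 5 min at ~22 deg C, then incubated with compound 15 min before 400 uM selenite. A first-read NADPH fluorescence drop versus no-compound background flagged substrates.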
Active calls of the source: *; u = inconclusive; x = not tested or not shown; [ ] = remark or other dose. Unless noted, calls follow the shape of the dose curve; as a rule, active = well fitted curve in the direction sought with a large enough effect; inconclusive = small, poorly fitted or top-dose-only effect, or another doubt; inactive = no such curve, though single readings can be large; an effect the other way counts as inactive or inconclusive.

SMILES	mIDH1 inhibitor	Vif-APOBEC3G blk	LDHA block	RXFP1 agonist	Vif-APOBEC3F blk	GRP78 ERSR act	USP1-UAF1 inh	PI4K2A block	TrxR1 substrate
CSc1ccccc1NC(=O)COc1ccccc1C	4%	0%	2	0.2%	0%	3%	-24%	-23	1%
CC(C)Nc1nc(Nc2ccc(F)cc2)c2sccc2n1	x	-2%	-4	x	x	-4%	x	-2	x
CCN(CC)S(=O)(=O)c1cc(C(=O)O)c(Cl)cc1Cl	-1%	-8%	-3	-0.2%	x	-2%	-15%	1	2%
CC(C)c1ccc(NC(=O)c2ccccc2NC(=O)C2CCCCC2C(=O)O)cc1 (stereo not drawn)	-9%	-8%	0	-1.4%	4%	2%	4%	-5	-3%
Clc1ccc(Cc2ccccn2)cc1	16%	-1%	-1	-0.6%	0%	-1%	-5%	-1	-2%
CC1(C(=O)NCc2cccc3ccccc23)CCN1CCc1ccccc1 (stereo not drawn)	x	-3%	-1	x	x	0%	x	1	x
CN(c1ccc(C(=O)NCc2ccc3c(c2)OCO3)cc1)S(C)(=O)=O	7%	-1%	3	-0.6%	-8%	-3%	-4%	1	0%
CNC(=O)Nc1ccccc1C(=O)Nc1ccccc1	11%	2%	-9	-0.5%	-3%	0%	-14%	-8	9%
CCCCn1nnnc1SCC(=O)Nc1ccc(N(C)C)cc1	8%	0%	-1	-0.5%	-1%	-2%	-4%	-3	16%[57.1 µM]
Cc1cc(Cl)c(OCCCNC2CCCC2)c(Br)c1	0%	-1%	-7	-1.2%	-2%	-2%	-10%	-2	3%
Cc1ccc(S(=O)(=O)N2[C@@H](c3ccc(C(C)C)cc3)C(C(=O)O)=C[C@H]2C(C)(C)C)cc1	4%[38.3 µM]	-10%	-1	x	1%	-2%	-13%	-1	-6%
CC(Oc1ccc(Cl)cc1Cl)C(=O)N/N=C1\CCCc2ccccc21 (stereo not drawn)	0%	-1%	-2	-0.8%	-8%	-4%	-12%	-2	4%
COc1ccccc1CNC(=O)c1cc(S(=O)(=O)N2CCN(c3ccccc3)CC2)ccc1Cl	1%	3%	-2	x	-24%	-1%	-20%	-4	0%
CSc1nnc2c(n1)OC(c1ccccn1)N(C(C)=O)c1ccccc1-2 (stereo not drawn)	4%	0%	-5	3.2%	5%	-3%	-1%	2	-8%[57.1 µM]
O=S(=O)(c1ccccc1)N1CCN(C(c2ccccc2)c2ccc(OC(F)(F)F)cc2)CC1 (stereo not drawn)	-4%	-5%	1	-0.1%	-3%	-3%	-17%	-2	1%
CCc1ccc(NC(=O)Cn2c(SC)nc3ccccc32)cc1	0%	-3%	-2	0.1%	-9%	2%	-22%	0	-2%
CN(C)c1cccc(NC(=O)C2(C)CC2(Cl)Cl)c1 (stereo not drawn)	5%	0%	-3	2.1%	-3%	-2%	-7%	-2	-10%
CC(C1CC2CCC1C2)N1CC(O)=C(c2nc3ccccc3[nH]2)C1=N (stereo not drawn)	-4%	-6%	-9	1.0%	-12%	1%	-16%	2	4%
COc1ccc(C(=O)c2sc(Nc3ccccc3)c(C(=O)Nc3ccc(OC)c(OC)c3)c2N)cc1	-7%	-4%	-10	3.2%	-1%	-5%	-10%	0	-11%
CC1(C)CC(=O)c2cnc(NC(=O)CSc3nc4ccccc4o3)nc2C1	-1%	-1%	-4	-0.3%	-3%	-1%	-12%	3	-11%
Cc1nn(C)c(C)c1CN(C)C(=O)c1cc2n(n1)C(C(F)(F)F)CC(c1cccs1)N2 (stereo not drawn)	0%	0%	0	-3.4%	x	-3%	-14%	-4	-1%
CCOC(=O)c1cnc(SCC(=O)Nc2ccc(NC(C)=O)c(OC)c2)nc1N	-2%	0%	-9	0.5%	10%	-2%	-9%	u	-7%
COc1ccc(NC(=O)c2c(NC(=O)CCC(=O)O)sc(-c3ccccc3)c2C)cc1	2%	-8%	-1	11%	-10%	-1%	-18%	-2	-3%
Cc1c(C(=O)NCc2ccc(N(C)C)cc2)oc2c1-c1nn(Cc3cccc(Cl)c3)cc1CC2	0%	-1%	-2	u	1%	-1%	3%	-3	-1%
Cc1nc2cc(N3CCN(C)CC3)c(NC(=O)Cc3ccccc3)cc2c(=O)n1Cc1ccccc1	2%	-1%	5	1.6%	11%	-10%	-7%	0	-8%

For reference, eight of the compounds above.
SMILES	mIDH1 inhibitor	Vif-APOBEC3G blk	LDHA block	RXFP1 agonist	Vif-APOBEC3F blk	GRP78 ERSR act	USP1-UAF1 inh	PI4K2A block	TrxR1 substrate
CSc1ccccc1NC(=O)COc1ccccc1C	4%	0%	2	0.2%	0%	3%	-24%	-23	1%
CC(C)Nc1nc(Nc2ccc(F)cc2)c2sccc2n1	x	-2%	-4	x	x	-4%	x	-2	x
CCN(CC)S(=O)(=O)c1cc(C(=O)O)c(Cl)cc1Cl	-1%	-8%	-3	-0.2%	x	-2%	-15%	1	2%
CC(C)c1ccc(NC(=O)c2ccccc2NC(=O)C2CCCCC2C(=O)O)cc1 (stereo not drawn)	-9%	-8%	0	-1.4%	4%	2%	4%	-5	-3%
Clc1ccc(Cc2ccccn2)cc1	16%	-1%	-1	-0.6%	0%	-1%	-5%	-1	-2%
CC1(C(=O)NCc2cccc3ccccc23)CCN1CCc1ccccc1 (stereo not drawn)	x	-3%	-1	x	x	0%	x	1	x
CN(c1ccc(C(=O)NCc2ccc3c(c2)OCO3)cc1)S(C)(=O)=O	7%	-1%	3	-0.6%	-8%	-3%	-4%	1	0%
CNC(=O)Nc1ccccc1C(=O)Nc1ccccc1	11%	2%	-9	-0.5%	-3%	0%	-14%	-8	9%

Further entries
SMILES	mIDH1 inhibitor	Vif-APOBEC3G blk	LDHA block	RXFP1 agonist	Vif-APOBEC3F blk	GRP78 ERSR act	USP1-UAF1 inh	PI4K2A block	TrxR1 substrate
CCC(=O)NCCc1nc2cc(NC(=O)c3cccc(Br)c3)ccc2n1C	10%	0%	-2	-1.0%	2%	-5%	-13%	0	-6%[57.1 µM]
CCn1c(SCC(=O)Nc2nc(-c3ccccc3)cs2)nnc1-c1ccccc1O	9%	-6%	-9	-0.9%	-16%	-1%	-22%	-3	5%[57.1 µM]
NC(=Nc1ccccc1)N(c1ccccc1)c1ccccc1	-2%	5%	-11	x	-5%	1%	5%	3	-2%
CCN1CCN(CCNC(=O)c2ccc3c(c2)N(Cc2ccc(F)cc2)C(=O)/C(=C/c2ccccc2)S3)CC1	8%	6%	2	4.4%	1%	-15%	-12%	0	0%
COc1ccccc1NS(=O)(=O)c1ccc(C(=O)NCCCN2CCCC2=O)cc1	-9%	-1%	1	-0.8%	5%	-3%	-7%	5	2%
O=C(C1CCC(CNS(=O)(=O)c2ccc(Br)s2)CC1)N1CCN(c2ccccc2)CC1 (stereo not drawn)	-5%	0%	-10	-3.9%	-2%	-3%	-19%	-2	-1%
c1cncc(-c2nc3ccccc3o2)c1	1%	-14%	-1	-0.8%	x	-1%	-11%	0	16%
CCC(C)Sc1ccc([C@H]2N[C@@](Cc3ccccc3)(C(=O)OC)[C@H]3C(=O)N(C)C(=O)[C@@H]23)cc1 (stereo partly drawn)	-3%	-2%	-2	0.7%	0%	1%	-26%	-6	-3%[57.1 µM]
COc1cccc(-c2nn(-c3ccccc3)cc2CN(C)Cc2ccno2)c1	9%	7%	0	0.0%	3%	0%	-18%	3	-16%[57.1 µM]
Cc1nn(-c2ccc(Cl)c(Cl)c2Cl)c(=O)c2ccccc12	4%	1%	-4	0.7%	-7%	-1%	-19%	12	-11%
Cc1ccccc1-c1noc(-c2ccc(N3CCCC3)c([N+](=O)[O-])c2)n1	4%	3%	1	3.3%	3%	-8%	-31%	2	25%
Cc1ccc(CNC(=O)CCCn2c(=O)c3ccccc3n(CC(=O)Nc3ccc(C)c(C)c3)c2=O)cc1	13%	-1%	2	14%	-11%	-1%	-24%	2	0%
C=CCSc1nnc(-c2cc3c(-c4ccccc4)nn(C)c3s2)n1C	2%	-3%	1	-0.2%	0%	-6%	1%	-6	17%
O=C1CCC(C(=O)Nc2cccc(S(=O)(=O)N3CCOCC3)c2)N1 (stereo not drawn)	0%	-1%	-4	2.0%	7%	-6%	-6%	-26	-4%

A portion of the library. The share of hits here may be higher or lower than overall.
